Screening data: PubChem BioAssay, several laboratories
NRP1-CendR mod = modulators of CendR peptide binding to NRP-1, primary screen, biochemical, fluorescence polarization, uHTS. actives 0.85% (n = 360,000). Neuropilin-1 (Homo sapiens), O14786. AID 602438, 2012. FAM-RPARPAR peptide binding to NRP-1. inhibition, % at 25 µM;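 active = inhibition or corrected inhibition above about 18%, plus a signal ratio from 0.5 to 1.5, limit read from the data, passing the limit was not always enough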; note: strong numbers were not always called active
eLon inh = inhibitors of E. coli Lon protease, primary screen, biochemical, fluorescence polarization; purified E. coli Lon protease; inhibition, % at 7.94 µM; actives 0.42% (n = 360,000); in the data active = inhibition above about 13%, passing the limit was not always enough;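 note: 0% = enzyme with probe and DMSO and 100% = no enzyme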
Target sequence (P0A9M0 whole entry, looked up): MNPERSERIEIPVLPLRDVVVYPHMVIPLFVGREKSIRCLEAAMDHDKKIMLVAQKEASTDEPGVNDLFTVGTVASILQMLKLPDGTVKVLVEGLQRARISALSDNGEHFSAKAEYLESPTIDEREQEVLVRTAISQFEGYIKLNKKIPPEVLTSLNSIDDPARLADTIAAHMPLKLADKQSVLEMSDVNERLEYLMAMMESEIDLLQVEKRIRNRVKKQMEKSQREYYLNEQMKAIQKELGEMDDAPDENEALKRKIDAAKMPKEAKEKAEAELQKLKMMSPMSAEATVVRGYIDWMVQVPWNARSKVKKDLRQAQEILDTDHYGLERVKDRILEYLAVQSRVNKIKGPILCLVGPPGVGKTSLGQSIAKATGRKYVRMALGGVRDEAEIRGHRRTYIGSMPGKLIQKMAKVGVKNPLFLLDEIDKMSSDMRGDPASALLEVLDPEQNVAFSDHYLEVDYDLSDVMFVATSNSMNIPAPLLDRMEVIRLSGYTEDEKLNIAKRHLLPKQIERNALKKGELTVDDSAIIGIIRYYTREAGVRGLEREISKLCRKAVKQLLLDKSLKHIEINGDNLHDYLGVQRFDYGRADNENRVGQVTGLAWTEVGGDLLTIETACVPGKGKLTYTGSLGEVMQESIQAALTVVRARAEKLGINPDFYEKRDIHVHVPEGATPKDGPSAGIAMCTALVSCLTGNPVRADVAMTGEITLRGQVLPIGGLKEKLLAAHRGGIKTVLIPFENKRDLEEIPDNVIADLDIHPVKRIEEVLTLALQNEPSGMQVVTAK
TbMetRS inhib = T. brucei MetRS inhibitors, primary screen, biochemical, luminescence | methionyl-tRNA synthetase (Trypanosoma brucei brucei) | actives 0.4% (n = 360,000) | inhibition, % at 11.9 µM | purified T. brucei MetRS, ATP depletion, Kinase-Glo luminescence;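 active = inhibition above a per-plate cutoff of the control wells' mean inhibition plus 3 SD, cut at about 5.5% in these data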;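 note: 0% = DMSO wells median and 100% = median of wells with control inhibitor compound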
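Dosing: 11.9 µM single point; system: parasite MetRS enzyme; technique: luminescence of leftover ATP; times: 15 min enzyme-compound preincubation, 2 h reaction, 10 min detection, 25 °C; replicates: each compound tested once; read-out basis: percent inhibition relative to median high and low control wells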
Scp1 inh = Scp-1 phosphatase inhibitors, primary screen, biochemical, colorimetric, uHTS; AID 493091, 2011; Recombinant Scp1, phosphopeptide, malachite green phosphate absorbance; actives 0.88% (n = 340,000); inhibition, % at 20 µM;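 active = inhibition above about 50% at 20 µM, limit read from the data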;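 note: plate controls were DMSO wells with enzyme for no effect and wells lacking enzyme for full effect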
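Incubation: 45 min enzyme reaction at room temperature / System: truncated SCP-1 phosphatase (76-261aa) / Reagent: Phospho 17-mer peptide substrate / Buffer or medium: Acidic Tris acetate buffer with magnesium and detergent / Signal: absorbance at 630 nm / Doses: one concentration, 20 µM, with 1.0% DMSO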
SUMO1-SIM PPI = modulators of SUMO1 protein-protein interactions, primary screen, biochemical, uHTS; inhibition, % at 20 µM; AID 602429, 2012; Small ubiquitin-related modifier 1 (Homo sapiens), P63165; actives 0.33% (n = 360,000); SUMO1 binding to a labelled peptide, TR-FRET, 1 h; in the data active = inhibition above about 37%
Target sequence (P63165 whole entry, looked up): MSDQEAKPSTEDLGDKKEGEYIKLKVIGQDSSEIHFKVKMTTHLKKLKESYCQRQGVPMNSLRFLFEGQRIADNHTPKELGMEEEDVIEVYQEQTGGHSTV
MsrA inhibitor = bovine MsrA enzyme inhibitors, primary screen, biochemical, absorbance, HTS | Methionine sulfoxide reductase A (Bos taurus) | inhibition, % at 15.5 µM | AID 651718, 2012 | actives 0.75% (n = 360,000) | purified bovine MsrA, absorbance read-out; in the data active = inhibition above about 4.5%;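 note: 0% = vehicle wells with enzyme and 100% = reference inhibitor wells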
DNMT1 inh = human DNMT1 methyltransferase inhibitors, primary screen, biochemical, molecular beacon, fluorescence, HinP1I cleavage, uHTS; DNA (cytosine-5)-methyltransferase 1 (Homo sapiens), P26358; inhibition (reported as % activation of signal), % at 10 µM; actives 0.83% (n = 360,000); in the data active = inhibition above about 50%
STEP inh = STEP phosphatase inhibitors, primary screen, biochemical, fluorescence intensity, uHTS. recombinant STEP, OMFP fluorogenic substrate. inhibition, % at 20 µM. actives 0.25% (n = 360,000);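 active = inhibition at 20 µM, scaled per plate between control wells, above about 37%, limit read from the data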;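 note: 0% = DMSO with enzyme and substrate and 100% = substrate only without enzyme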
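System: STEP phosphatase, cell-free reaction; Buffer or medium: Bis-Tris pH 6.0 buffer with DTT, detergent; Incubation: 20 min at room temperature, dark; Measured by: fluorescence, 480/540 nm.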
MsrA act = bovine MsrA enzyme activators, primary screen, biochemical, absorbance, HTS | Methionine sulfoxide reductase A (Bos taurus) | purified bovine MsrA, absorbance read-out | activation, % at 10.6 µM | actives 0.3% (n = 360,000) | AID 602163, 2012; in the data active = activation above about 7.5%;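 note: 0% = vehicle and 100% = reference activator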
LMPTP block = LMPTP phosphatase inhibitors, primary screen, biochemical, fluorescence intensity, uHTS. Low molecular weight phosphotyrosine protein phosphatase (Homo sapiens), P24666. recombinant LMPTP-A, OMFP fluorogenic substrate. inhibition, % at 20 µM. actives 0.22% (n = 360,000). AID 651560, 2012;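 active = compounds that cut the enzyme signal by at least half of the control window in the single-dose screen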;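 note: plate controls were DMSO wells with enzyme plus substrate for no effect and substrate without enzyme for full effect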
Target sequence (P24666 whole entry, looked up): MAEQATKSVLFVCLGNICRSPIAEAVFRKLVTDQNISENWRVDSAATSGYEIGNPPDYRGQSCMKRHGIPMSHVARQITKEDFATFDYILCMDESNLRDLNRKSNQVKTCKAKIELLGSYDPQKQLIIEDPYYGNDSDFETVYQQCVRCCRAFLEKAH
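Buffer or medium: Bis-Tris pH 6.0, DTT, detergent; Assay system: LMPTP-A enzyme; Quantity: 0.625 nM enzyme; Detection: endpoint fluorescence intensity; Times: 50 min dark incubation at room temperature; Controls: substrate-only low control, DMSO enzyme-plus-substrate high control; Doses: single 20 µM dose; Read-out: percent inhibition versus substrate-only and uninhibited controls; Reagent: 400 µM OMFP.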
* marks the source's active call; other numbers are inactive results; · = no result given.

Values run as follows: NRP1-CendR mod	Scp1 inh	DNMT1 inh	MsrA act	MsrA inhibitor	eLon inh	STEP inh	TbMetRS inhib	LMPTP block	SUMO1-SIM PPI
1) COc1ccc(Cn2c(O)c(C=NCCN3CCOCC3)c(=O)[nH]c2=O)cc1
    0.1	4.1	-1.1	-1.2	0.5	7.1	-9.4	-0.6	-4.5	0.1
2) FC(F)(F)c1ccc(-c2ccc3c(c2)CNCc2cnnn2-3)cc1
    16.7	·	2.9	2.2	-0.1	-4.9	-1.5	-0.8	-1.7	-0.4
3) Oc1cc(Cl)c(Cl)c(Cl)c1
    11.6	-18.2	-1.8	-4.0	-0.3	7.9	-1.3	0.6	2.5	6.7
4) COC(=O)C1=C(c2cc3ccccc3s2)C[C@@H]2CC[C@H]1N2C(=O)NC1CC1
    -26.9	-0.5	1.8	-4.2	2.5	3.3	-1.0	-0.5	-0.3	-7.3
5) CC1OC(C[N+](C)(C)C)CC1O (centres undefined)
    0.4	-0.7	-0.1	-2.0	1.5	-11.8	-2.1	-0.6	-0.7	5.3
6) C[C@H]1CC[C@@H]2[C@@H](C)[C@H]3[C@H](C[C@H]4[C@@H]5CC=C6C[C@@H](O[C@@H]7O[C@H](CO)[C@H](O)[C@H](O[C@@H]8O[C@H](CO)[C@@H](O)[C@H](O)[C@H]8O)[C@H]7O[C@@H]7O[C@@H](C)[C@H](O)[C@@H](O)[C@H]7O)CC[C@]6(C)[C@H]5CC[C@]34C)N2C1
    -106.3	1.4	-14.3	-2.3	0.6	-47.0	-6.0	-0.6	-2.3	2.9
7) Nc1ccc(C2(c3ccc(N)cc3)CCCCC2)cc1
    -1.0	6.2	-22.5	-1.6	-0.1	-8.1	-0.8	0.7	-1.2	4.1
8) COc1ccc(OC)c(NP(=O)(Oc2ccc(Cl)cc2)Oc2ccc(Cl)cc2)c1
    -11.9	-7.1	-3.7	4.5	-0.5	6.4	-2.0	-0.6	0.0	1.5
9) O=C(COC(=O)c1cc(Br)cc(Br)c1O)NC12CC3CC(CC(C3)C1)C2
    0.3	·	3.8	-2.7	0.0	-1.0	3.9	0.1	2.0	7.1
10) CCn1c(O)c(C=NCc2cccs2)c(=O)[nH]c1=O
    5.9	-3.4	-0.3	-2.1	0.7	-5.3	0.7	-0.2	-1.5	-0.8
11) COC(=O)CN1C(=O)CN=C(c2ccccc2Cl)c2cc(Br)ccc21
    0.7	-11.4	-4.9	-4.1	1.5	-1.2	2.5	0.0	-0.7	0.4
12) CC1CCN(C(=O)COC(=O)c2cn(C)c3ccccc23)CC1
    14.8	9.8	5.1	-4.1	-0.2	-11.8	-1.5	-0.5	-1.2	-0.4
13) CCOc1ccc(C2(C#N)CC[N+](C)(C)CC2)cc1
    4.3	3.8	1.1	1.4	-0.4	7.7	-1.7	-0.1	-1.2	-1.4
14) Cc1ccc(O)c(CN2CCN(c3ccccc3)CC2)c1
    -28.4	-2.3	-2.2	0.0	0.2	2.6	-1.5	0.2	-1.2	4.5
15) Cc1ccc(CNCCc2ccc(F)cc2)s1
    5.3	-2.4	0.1	-1.5	0.4	1.8	5.9	-1.6	-0.5	-1.3
16) Cc1cccc(C(=O)Nc2ccc3c(c2)CC2(C(=O)N(C)C(=O)N(C)C2=O)C2CCCN32)c1 (centres undefined)
    -37.8	-2.4	-18.7	-2.3	·	-29.5	-4.1	1.0	2.2	4.3
17) NC(=O)OCCSc1nnc(-c2cccc(C(N)=S)c2)o1
    -1.0	8.7	-0.4	-6.6	0.1	2.5	0.3	16.1*	-6.2	-3.5
18) CC(C)Oc1ccc(CCN)cc1Cl
    4.3	-7.6	-1.6	-3.5	0.7	-2.9	-5.8	-0.5	-2.1	-1.2
19) O=c1cc(CN2CCNCC2)nc2sccn12
    0.0	-12.3	2.6	1.1	1.6	1.2	-1.9	-0.9	1.1	-3.8
20) CCN1CCN(Cc2cccnc2)CC1
    3.7	-10.2	-1.6	-1.7	0.7	-19.3	-5.3	0.0	-9.7	-0.8

Later entries
Values run as follows: NRP1-CendR mod	Scp1 inh	DNMT1 inh	MsrA act	MsrA inhibitor	eLon inh	STEP inh	TbMetRS inhib	LMPTP block	SUMO1-SIM PPI
21) O=C(c1c[nH]c2ccc(S(=O)(=O)N3CCC4(CC3)OCCO4)cc2c1=O)N1CCC2(CC1)OCCO2
    -7.1	10.6	4.2	-2.0	0.2	6.6	3.2	0.0	0.0	3.8
22) COc1ccc(-n2c(C)nc3ccccc3c2=O)c([N+](=O)[O-])c1
    -5.6	-5.2	-0.9	-2.8	1.2	3.5	0.4	-0.9	-1.1	-12.9
23) C=C(C)[C@@H]1[C@H]2OC(=O)[C@H]1[C@]1(O)C[C@H]3O[C@]34C(=O)O[C@H]2[C@]14C
    -2.2	-3.5	1.9	-0.8	0.6	-8.6	1.3	-0.3	-1.2	1.3
24) O=C(Nc1ccc(F)cc1)N1CC2CC(C1)c1cccc(=O)n1C2 (centres undefined)
    13.7	-6.9	4.9	1.6	0.3	-4.6	2.1	-0.1	-0.8	-1.7
25) CCN(C(=O)COC(=O)c1cc(C)n(C2CC2)c1C)c1ccccc1
    -3.5	-9.0	-2.6	0.7	0.6	3.0	-4.1	-0.1	0.3	7.0
26) O=c1[nH]sc2cc(F)ccc12
    -2.3	-2.3	-1.4	11.8*	0.4	-3.7	0.5	-1.4	-1.9	5.8
27) Cc1ccccc1N1C(=O)NC(=O)/C(=C\c2cc(C)n(C)c2C)C1=O
    1.3	-8.0	-1.7	-1.2	-1.2	-0.5	-1.9	0.0	0.2	-5.4
28) NP(=O)(Oc1ccccc1)c1ccccc1 (centres undefined)
    -2.8	1.1	-1.7	-3.5	-0.7	-7.3	1.6	-0.1	0.2	1.5
29) COC(=O)C1=C(c2cccc(C#N)c2)C[C@@H]2CC[C@H]1N2C(=O)N1CCOCC1
    -1.0	0.8	1.1	-1.5	0.8	-3.0	-0.6	-0.4	0.5	1.1
30) CCN1C[C@]2(COC)CC[C@H](O)[C@]34C1[C@](O)([C@@H](OC)[C@H]23)[C@@]1(O)C[C@H](OC)[C@H]2C[C@@H]4[C@@H]1[C@H]2OC
    1.9	-6.2	-5.9	0.8	1.2	-5.8	1.4	0.0	-1.3	3.3
31) CCN(CC)CCN=Cc1c(O)n(Cc2ccco2)c(=O)[nH]c1=O
    -4.2	7.4	4.5	-8.8	0.4	-24.2	-0.6	-0.5	-4.7	1.1
32) Oc1ccccc1/C=N/NP(=S)(c1ccccc1)c1ccccc1
    -1.7	-3.9	-1.9	1.6	1.3	-3.1	-2.8	-0.7	1.5	-4.1
33) CCOc1cc2c(cc1OCC)-n1cccc1C(c1ccc(F)cc1)NC2 (centres undefined)
    8.4	-10.0	0.0	-0.3	-1.5	5.2	-3.4	-0.9	-1.9	3.6
34) Cc1c(C(=O)O)cccc1-n1c(C)cc(/C=C2\C(=O)NC(=O)N(c3ccc4c(c3)OCO4)C2=O)c1C
    -25.8	47.9	86.2*	-9.5	1.8	-6.4	4.8	-0.9	1.2	17.9
35) Cc1cc(=O)oc2c(C)c(OCC(=O)N3C[C@H]4C[C@@H](C3)c3cccc(=O)n3C4)ccc12
    6.1	17.6	2.5	-0.4	1.4	-5.1	-3.6	-0.2	-1.0	0.9
36) CN(C)c1nc(-c2ccccc2)[n+](C)s1
    1.6	5.4	3.6	-1.7	-0.4	-4.5	-4.1	-0.4	-0.3	-2.9
37) CC1(C)Cc2c(C#N)c(N3CCNCC3)nc(-c3ccco3)c2CS1
    5.7	-10.8	-3.8	-3.5	1.5	15.4	1.2	-0.2	-0.3	-18.2
38) CSc1ccc(C(=O)C2CCCN(Cc3ccn[nH]3)C2)cc1 (centres undefined)
    3.9	-7.2	-5.3	-1.5	0.2	-8.4	-1.2	-0.7	-0.9	-0.1
39) O=C(Cc1ccccc1)N1CCN(Cc2ccc([N+](=O)[O-])cc2)CC1
    1.0	-4.0	-3.1	-3.0	-0.1	-3.1	3.8	-0.8	-2.1	-14.2
40) CN1C2CCC1CC(OC(=O)c1ccc(Cl)cc1)(C(=O)O)C2 (centres undefined)
    5.2	1.6	12.2	-0.1	-0.5	2.1	-1.4	1.2	-0.7	2.0
41) CCOc1cc2c(cc1OCC)-n1cccc1C(c1ccc(OC)cc1)NC2 (centres undefined)
    7.6	0.1	-0.6	-1.4	-0.2	-4.9	0.3	0.5	0.1	-4.4

Shown as a markdown table: 3 of the compounds above
| # | structure | NRP1-CendR mod | Scp1 inh | DNMT1 inh | MsrA act | MsrA inhibitor | eLon inh | STEP inh | TbMetRS inhib | LMPTP block | SUMO1-SIM PPI |
| --- | --- | --- | --- | --- | --- | --- | --- | --- | --- | --- | --- |
| 35 | Cc1cc(=O)oc2c(C)c(OCC(=O)N3C[C@H]4C[C@@H](C3)c3cccc(=O)n3C4)ccc12 | 6.1 | 17.6 | 2.5 | -0.4 | 1.4 | -5.1 | -3.6 | -0.2 | -1.0 | 0.9 |
| 30 | CCN1C[C@]2(COC)CC[C@H](O)[C@]34C1[C@](O)([C@@H](OC)[C@H]23)[C@@]1(O)C[C@H](OC)[C@H]2C[C@@H]4[C@@H]1[C@H]2OC | 1.9 | -6.2 | -5.9 | 0.8 | 1.2 | -5.8 | 1.4 | 0.0 | -1.3 | 3.3 |
| 37 | CC1(C)Cc2c(C#N)c(N3CCNCC3)nc(-c3ccco3)c2CS1 | 5.7 | -10.8 | -3.8 | -3.5 | 1.5 | 15.4 | 1.2 | -0.2 | -0.3 | -18.2 |

Some of the compounds tested; the hit share may differ from the screen's.
